# Bim-Bcl-B – inhibitors of Bim-Bcl-B binding, primary screen, biochemical, multiplexed, human Bcl-2 family | inhibition, % at 10 µM | bead-based flow cytometry, Bim peptide-Bcl-B binding | actives 0.073% (n = 190,000) | Bcl-2-like protein 10 (Homo sapiens), Q9HD36;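 note: 0% = tracer peptide without compound and 100% = reference inhibitor peptide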
# Target sequence (Q9HD36 whole entry, looked up): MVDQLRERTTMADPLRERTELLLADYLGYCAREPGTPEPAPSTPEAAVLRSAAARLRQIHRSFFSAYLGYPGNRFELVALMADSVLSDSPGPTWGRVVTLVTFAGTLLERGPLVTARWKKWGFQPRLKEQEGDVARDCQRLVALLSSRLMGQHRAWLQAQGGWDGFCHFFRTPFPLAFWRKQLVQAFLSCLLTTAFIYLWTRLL
# Bim-Bfl-1 – inhibitors of Bim binding to Bfl-1, primary screen, biochemical, multiplexed, bead-based flow cytometry. Bcl-2-related protein A1 (Homo sapiens), Q16548. Bim-Bfl-1 binding inhibition. inhibition, % at 10 µM. actives 0.12% (n = 190,000). AID 1008, 2008;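 note: 0% = wells without compound plus tracer and 100% = blocker peptide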
# RGS4-Gao reg – modulators of RGS4 binding to Galphao, primary screen, biochemical, multiplexed bead flow cytometry | Guanine nucleotide-binding protein G(o) subunit alpha (Homo sapiens), P09471 | actives lie on both sides | binding response (% of control), % at 10 µM | actives 0.33% (n = 220,000); in the data active = binding response below about 49% or above about 150%; inactive = in between;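 note: fluorescent Galphao activated with aluminum fluoride binding bead-coupled RGS4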
# Bcl-XL Bim block – inhibitors of Bim-Bcl-XL binding, primary screen, biochemical, multiplexed, bead flow cytometry, human Bcl-XL. Bim peptide-Bcl-XL binding, fluorescence. inhibition, % at 10 µM. actives 0.04% (n = 190,000). AID 1007, 2008
# Target sequence (Q07817 whole entry, looked up): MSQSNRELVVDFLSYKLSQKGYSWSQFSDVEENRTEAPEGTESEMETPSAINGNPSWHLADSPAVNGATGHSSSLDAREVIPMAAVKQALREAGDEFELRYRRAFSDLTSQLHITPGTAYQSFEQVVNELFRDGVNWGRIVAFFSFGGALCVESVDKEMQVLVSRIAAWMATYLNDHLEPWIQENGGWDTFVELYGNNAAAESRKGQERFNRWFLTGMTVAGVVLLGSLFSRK
# Bim-Bcl-2 – inhibitors of Bim-Bcl-2 binding, primary screen, biochemical, multiplexed, human Bcl-2 family. Apoptosis regulator Bcl-2 (Homo sapiens), P10415. Bead-based flow cytometry, Bim peptide-Bcl-2 binding. inhibition, % at 10 µM. actives 0.06% (n = 190,000). AID 950, 2007; in the data active = inhibition above about 40%; inconclusive = no clear call, values can overlap the other calls;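 note: 0% = no compound wells with probe peptide and 100% = reference peptide inhibitor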
# RGS7-Gao reg – RGS7-Galphao binding modulators, primary screen, biochemical, multiplexed bead flow cytometry; actives lie on both sides; AID 1439, 2008; binding response (% of control), % at 10 µM; actives 0.35% (n = 220,000); in the data active = binding response below about 49% or above about 150%; inconclusive = no clear call, values can overlap the other calls; inactive = in between;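 note: fluorescent Galphao held in activated GDP-AlF4 state binding bead-coupled RGS7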
# Avidin bead fluor – green autofluorescence of compounds with avidin beads – biophysical, 488/530 nm, flow cytometry, artefact control, profiling panel. compound fluorescence 488/530 nm; active compounds read high. fluorescence (KMESF) at 10 µM. actives 0.38% (n = 220,000); in the data active = fluorescence above about 47; note: inactives centre near 10
# ABCG2 block – ABCG2 efflux pump inhibitors, primary screen, multiplex with ABCB1, IgMXP3 cells, flow cytometry | Broad substrate specificity ATP-binding cassette transporter ABCG2 (Homo sapiens), Q9UNQ0 | JC-1 efflux | inhibition, % at 6.6 µM | actives 0.1% (n = 190,000);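 active = inhibition above 80%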;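 note: 0% = DMSO and 100% = nicardipine control wells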
# Target sequence (Q9UNQ0 whole entry, looked up): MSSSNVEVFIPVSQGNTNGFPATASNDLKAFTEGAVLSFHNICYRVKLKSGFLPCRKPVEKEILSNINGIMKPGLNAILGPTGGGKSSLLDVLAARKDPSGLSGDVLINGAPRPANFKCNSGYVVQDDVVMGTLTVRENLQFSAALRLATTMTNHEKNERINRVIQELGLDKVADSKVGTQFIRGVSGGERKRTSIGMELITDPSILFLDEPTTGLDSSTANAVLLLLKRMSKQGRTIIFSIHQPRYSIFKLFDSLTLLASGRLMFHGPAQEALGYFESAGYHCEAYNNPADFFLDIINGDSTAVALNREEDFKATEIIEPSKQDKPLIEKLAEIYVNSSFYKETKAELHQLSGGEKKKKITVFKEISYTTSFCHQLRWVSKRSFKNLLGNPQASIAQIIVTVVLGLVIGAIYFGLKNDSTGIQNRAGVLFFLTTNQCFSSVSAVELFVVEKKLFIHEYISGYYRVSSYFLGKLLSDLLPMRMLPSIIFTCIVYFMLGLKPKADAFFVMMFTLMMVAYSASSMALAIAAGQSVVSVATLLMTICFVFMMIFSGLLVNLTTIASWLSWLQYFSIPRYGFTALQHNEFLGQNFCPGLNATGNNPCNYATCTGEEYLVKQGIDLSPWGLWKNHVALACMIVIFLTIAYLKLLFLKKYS
#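 Assay system – ABCG2 IgMXP3 and barcoded ABCB1 CCRF-Adr cell mix · Input – 3 million cells/mL in well · Reagent – JC-1 fluorescent substrate · Compound – single test compound dose, 6.6 µM final · Timing – 10 min exposure at 25 °C with rotation, no wash · Detection – flow cytometry of retained JC-1 fluorescence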
# GSH fluor – compound fluorescence on glutathione beads, profiling panel, artefact control, biophysical, 488/530 nm, flow cytometry. GSH beads flow cytometry, compound fluorescence 488/530 nm; active compounds read high. fluorescence (KMESF) at 10 µM. actives 0.25% (n = 190,000). AID 1776, 2009; in the data active = fluorescence above about 89;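 note: glutathione beads carrying GST-tagged Bcl family fusion proteins plus one bare bead set; values are compound well signal with DMSO vehicle wells as background; inactives centre near 16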
# Bcl-W Bim block – inhibitors of Bim binding to Bcl-W, primary screen, biochemical, multiplexed, bead-based flow cytometry; Bim peptide-Bcl-W binding; inhibition, % at 10 µM; actives 0.02% (n = 190,000);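 note: 0% = bound tracer without compound and 100% = peptide blocker; higher means less fluorescent Bim peptide bound to Bcl-W beads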
# ABCB1 block – ABCB1 efflux pump inhibitors, primary screen, cell-based, multiplex, flow cytometry, ABCG2 counter-screen; ATP-dependent translocase ABCB1 (Homo sapiens), P08183; CCRF-Adr cells, JC-1 efflux; inhibition, % at 6.6 µM; actives 0.067% (n = 190,000); AID 1326, 2008; in the data active = inhibition above about 40%;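 note: 0% = vehicle and 100% = reference inhibitor; higher value means more JC-1 retained so stronger ABCB1 efflux block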
# Active calls of the source: *; ? = inconclusive. Cut-off read from the data, not from the text of the source, unless noted: active = inhibition above about 40%.
1) CCOc1cc(C2C(C(=O)c3ccc(C)o3)=C(O)C(=O)N2CCc2ccccc2)ccc1O (stereo unspecified)
2) CCOC(=O)N1CCN(CC(=O)Nc2cc(C)nn2-c2nc3ccccc3s2)CC1
3) Cc1nc2ccccc2c(-c2ccccc2)c1C(=O)c1ccccc1
4) Cc1ccccc1C(=NC(=O)c1ccccc1)c1ccccc1
5) COc1ccc(NC(=O)c2ccccn2)cc1OC
6) O=C(Nc1ccc2c(c1)OCO2)N1CCN(S(=O)(=O)c2ccc(Cl)cc2)CC1
7) CC1(C(=O)NCc2ccccc2)Oc2ccccc2NC1=O (stereo unspecified)
8) CC(=O)Nc1cccn(Cc2c(Cl)cccc2Cl)c1=O

Assay by compound,1,2,3,4,5,6,7,8
Bim-Bcl-B,0,-2,2,-2,-5,-2,-7,-3
Bim-Bfl-1,5,-2,4,-3,-18,-3,-13,-1
RGS4-Gao reg,99,97,102,99,87,89,102,92
Bcl-XL Bim block,0,-3,2,-5,-7,0,-6,0
Bim-Bcl-2,3,-7,0,-3,-9,-1,-9,-2
RGS7-Gao reg,103,101,102,95,84,91,105,?
Avidin bead fluor,24,6,12,25,12,9,10,7
ABCG2 block,3,6,2,0,5,4,4,0
GSH fluor,52,19,19,8,9,51,11,15
Bcl-W Bim block,1,-3,2,-2,-3,0,3,0
ABCB1 block,0.2,6.1,0.3,0.3,0.8,1.1,0.8,-0.1

9) CC(=O)Nc1ccc(-c2csc(NC(C)c3ccccc3)n2)cc1 (stereo unspecified)
10) CCOCC(=O)Nc1ccc(OCc2ccccc2)cc1
11) O=C(CN1CCN(S(=O)(=O)c2ccc(Cl)s2)CC1)NCc1ccc(Cl)cc1
12) COc1ccccc1OCC#CCn1ccnc1
13) CNCc1ccc(OCc2ccccc2)c(OC)c1
14) N#Cc1c(N)n(CCCN2CCOCC2)c2nc3ccccc3nc12
15) O=C(NCc1ccco1)C(c1ccncc1)N(C(=O)Cc1cccs1)c1ccccc1 (stereo unspecified)
16) COc1ccc(N2CCN(C(=O)c3csc4ccccc34)CC2)cc1

Assay by compound,9,10,11,12,13,14,15,16
Bim-Bcl-B,-1,-2,-4,1,-8,5,-3,-2
Bim-Bfl-1,-1,-1,-4,-2,-16,0,-7,5
RGS4-Gao reg,100,104,103,100,101,92,104,102
Bcl-XL Bim block,-1,0,-10,0,-5,6,-1,-1
Bim-Bcl-2,0,0,-2,1,-8,3,-2,3
RGS7-Gao reg,?,98,102,?,100,94,103,100
Avidin bead fluor,11,8,7,9,9,10,10,10
ABCG2 block,-4,2,1,2,0,12,1,2
GSH fluor,10,15,38,19,12,29,15,23
Bcl-W Bim block,3,0,-2,0,-3,5,0,2
ABCB1 block,-1.5,-0.2,0.5,0.2,0.1,-0.3,0.4,0.8

17) Cc1cc(C)nc(Sc2ncnc(N)c2[N+](=O)[O-])n1
18) O=C(CCc1ccccc1)N1CCN(c2ccccn2)CC1
19) CC(=O)NS(=O)(=O)c1ccccc1
20) CCCC1(c2ccccc2)NC(=O)N(CCN2C(=O)c3ccccc3C2=O)C1=O (stereo unspecified)
21) COc1ccc(C(=O)N2CCN(C(=O)c3ccc(-c4ccccc4)cc3)CC2)cc1OC
22) Cc1sc2ncnc(N[C@@H](CCC(=O)O)C(=O)O)c2c1C
23) Cn1c(SCC(=O)N2CCCc3ccccc32)nnc1-c1cccs1
24) COc1ccc(C)c2sc(N3CCCC3)nc12

Assay by compound,17,18,19,20,21,22,23,24
Bim-Bcl-B,1,43*,-5,-1,-2,-5,-2,-1
Bim-Bfl-1,5,9,-8,-2,-5,-8,4,0
RGS4-Gao reg,99,103,103,94,100,99,101,98
Bcl-XL Bim block,0,16,0,0,0,1,5,0
Bim-Bcl-2,2,15,-5,-3,-6,-8,1,0
RGS7-Gao reg,?,102,107,90,106,96,98,95
Avidin bead fluor,8,14,6,9,19,10,3,6
ABCG2 block,9,14,-5,2,1,7,0,11
GSH fluor,17,1,36,20,12,11,5,18
Bcl-W Bim block,0,21,-2,0,0,1,3,0
ABCB1 block,0.8,0.9,-0.7,0.1,0.7,0.5,0.2,1.7

25) Cc1cc(C(=O)OCC(=O)NCc2ccc3c(c2)OCO3)c2ccccc2n1
26) COC(=O)c1ccccc1CCC(C)=O
27) CCN(C(=O)CN1C=NS(=O)(=O)c2ccccc21)c1ccccc1
28) CCCn1c(=N)c(C#N)cc2c(=O)n3ccccc3nc21
29) O=C(CNC(=O)c1cccc(OC(F)F)c1)OCC(=O)c1ccccc1
30) CCOc1ccc(Nc2oc(Cc3ccccc3)nc2C#N)cc1
31) COc1cc(-n2c(=O)c3ccccc3n(Cc3ccccc3)c2=O)cc(OC)c1OC
32) COc1ccccc1NC(=O)c1nn(-c2cccc(C(F)(F)F)c2)ccc1=O

Assay by compound,25,26,27,28,29,30,31,32
Bim-Bcl-B,-7,-13,-6,-5,-4,-4,-2,-1
Bim-Bfl-1,-6,-23,-1,-1,-4,-12,-4,-1
RGS4-Gao reg,101,104,96,97,94,98,103,98
Bcl-XL Bim block,-4,-14,-7,-3,-3,1,-3,-1
Bim-Bcl-2,-3,-16,-2,-4,0,-8,-5,-3
RGS7-Gao reg,?,103,95,98,?,97,100,105
Avidin bead fluor,9,11,2,5,8,12,37,7
ABCG2 block,4,7,1,24,3,1,2,0
GSH fluor,18,25,6,23,26,53,18,22
Bcl-W Bim block,-2,-8,-2,-4,-3,5,-7,-1
ABCB1 block,0.8,0.7,0.1,0.6,0.5,0.1,0.5,0.4

33) C=CCn1c(SCC(=O)Nc2cccc(C)c2)nnc1-c1cnccn1
34) COc1ccc(CCNc2cn[nH]c(=O)c2Cl)cc1OC
35) CC(=O)N=c1cccc(NC(C)=O)n1O
36) O=C(CNc1ccc2ccccc2c1)N/N=C/c1ccc(C(=O)O)cc1
37) [N-]=[N+]=CC(=O)CC(c1ccccc1)N1C(=O)c2ccccc2C1=O (stereo unspecified)
38) CCOc1cc(/C=N\NC(=O)c2ccc(NC(=O)C(C)(C)C)cc2)ccc1OC(=O)c1cccc(C)c1
39) CN(C)/C=N/C(=S)Nc1ccccc1Cl
40) CC1CCN(CCCNC(=O)C2CCC(=O)N2C2CCCC2)CC1 (stereo unspecified)

Assay by compound,33,34,35,36,37,38,39,40
Bim-Bcl-B,-6,-4,0,-5,-3,3,-14,-10
Bim-Bfl-1,-2,-9,-2,5,-12,-16,-2,-20
RGS4-Gao reg,95,94,99,102,100,98,100,102
Bcl-XL Bim block,-4,-5,-4,1,-4,-3,-4,-11
Bim-Bcl-2,-6,-3,1,3,0,-14,0,-12
RGS7-Gao reg,96,93,100,100,100,100,95,102
Avidin bead fluor,13,9,35,23,12,12,5,11
ABCG2 block,4,1,1,-1,0,19,0,5
GSH fluor,27,9,12,14,4,22,20,27
Bcl-W Bim block,-3,-1,0,3,1,2,-5,-3
ABCB1 block,0.7,0.2,0.2,-0.2,0.1,2.6,0.0,0.7

# Structures from the list above that have a COOH group (2):
22) Cc1sc2ncnc(N[C@@H](CCC(=O)O)C(=O)O)c2c1C
36) O=C(CNc1ccc2ccccc2c1)N/N=C/c1ccc(C(=O)O)cc1

Assay by compound,22,36
Bim-Bcl-B,-5,-5
Bim-Bfl-1,-8,5
RGS4-Gao reg,99,102
Bcl-XL Bim block,1,1
Bim-Bcl-2,-8,3
RGS7-Gao reg,96,100
Avidin bead fluor,10,23
ABCG2 block,7,-1
GSH fluor,11,14
Bcl-W Bim block,1,3
ABCB1 block,0.5,-0.2

# Bim-Bcl-B, what is marked active above.
nr | Compound | Bim-Bcl-B | Bim-Bfl-1 | RGS4-Gao reg | Bcl-XL Bim block | RGS7-Gao reg | Avidin bead fluor | ABCG2 block | GSH fluor | Bcl-W Bim block
18 | O=C(CCc1ccccc1)N1CCN(c2ccccn2)CC1 | 43* | 9 | 103 | 16 | 102 | 14 | 14 | 1 | 21

# Only Bcl-W Bim block and RGS4-Gao reg, for two of the compounds above:
item | SMILES | Bcl-W Bim block | RGS4-Gao reg
38 | CCOc1cc(/C=N\NC(=O)c2ccc(NC(=O)C(C)(C)C)cc2)ccc1OC(=O)c1cccc(C)c1 | 2 | 98
36 | O=C(CNc1ccc2ccccc2c1)N/N=C/c1ccc(C(=O)O)cc1 | 3 | 102

# New compounds follow:
41) CCc1c(C)nc(SCCOc2ccc(OC)cc2)[nH]c1=O
42) CC(=O)Nc1nnc(SCC(=O)c2ccc(F)cc2)s1
43) O=C(COc1cccc2cccnc12)N/N=C/c1ccc(O)cc1
44) Clc1ccc(N2CCN(c3nc4nonc4nc3N3CCSCC3)CC2)nc1
45) O=C(NC(=S)NCCC1=CCCCC1)c1ccc(Br)o1
46) Cc1cc(-c2nc3ncccc3o2)ccc1NC(=S)NC(=O)c1ccco1
47) Cc1ccc(CN2C(=O)C(C)(C)Oc3ccc(C(=O)N4CCCCC4)cc32)cc1
48) Cc1c([N+](=O)[O-])cc(S(=O)(=O)Nc2ccncc2)cc1[N+](=O)[O-]

Assay by compound,41,42,43,44,45,46,47,48
Bim-Bcl-B,-4,-1,0,0,-3,-19,0,1
Bim-Bfl-1,-6,-2,-4,-5,-4,6,-2,-7
RGS4-Gao reg,101,103,102,101,99,99,89,104
Bcl-XL Bim block,-3,0,-1,0,-4,3,3,1
Bim-Bcl-2,-6,-1,-3,-1,-5,3,-1,-2
RGS7-Gao reg,101,104,97,99,?,96,90,104
Avidin bead fluor,6,9,11,11,9,7,17,11
ABCG2 block,19,1,0,0,-1,0,7,1
GSH fluor,20,17,11,17,18,15,13,23
Bcl-W Bim block,-5,-2,-1,0,-2,5,4,0
ABCB1 block,0.3,-3.0,-0.1,0.3,-0.2,-1.2,3.2,0.3

49) N#Cc1c(N)n(CCOC(=O)c2cccc(Br)c2)c2nc3ccccc3nc12
50) O=C(CNCc1ccco1)Nc1ccc(Oc2ccccc2)cc1
51) CCCn1nc(C(=O)Nc2ccc(S(=O)(=O)Nc3nccs3)cc2)c2ccccc2c1=O
52) O=C(C[n+]1cc(-c2ccccc2)n2c1CCC2)Nc1nc(-c2ccccc2)cs1
53) Cc1cc(=O)[nH]c(SCC(=O)OCc2ccccc2)c1C#N
54) N#C/C(=C/c1ccc(N2CCCCC2)o1)C(=O)Nc1ccc(Cl)cc1

Assay by compound,49,50,51,52,53,54
Bim-Bcl-B,-2,-4,-9,3,-2,-14
Bim-Bfl-1,-5,-7,-12,0,-6,-15
RGS4-Gao reg,100,105,101,106,105,126
Bcl-XL Bim block,0,1,-5,1,-1,-7
Bim-Bcl-2,-4,-4,-5,-5,0,-14
RGS7-Gao reg,101,104,101,111,106,124
Avidin bead fluor,9,25,9,13,12,56*
ABCG2 block,8,3,1,1,2,82*
GSH fluor,51,8,13,20,11,52
Bcl-W Bim block,0,-2,4,-1,0,-3
ABCB1 block,0.1,0.9,0.0,0.3,0.2,45*
